ABCG2 inh – blocks JC-1 efflux by human ABCG2 transporter; Q9UNQ0; IgMXP3 cells, flow cytometry; inhibition, % at 6.6 µM; 0.1% of 190,000 active; AID 1325;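 active = inhibition above 80%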;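 also: 0% = DMSO and 100% = nicardipine control wells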
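Test system: IgMXP3 (ABCG2) plus far-red-tagged CCRF-Adr (ABCB1) cells. Reagent: JC-1 dye as substrate. Timing: 10 min exposure at 25 °C with rotation, no wash. Measured by: flow cytometric JC-1 green MFI at 530 nm. Read-out: percent efflux inhibition, scaled nicardipine 100% to DMSO 0%. Control set: nicardipine and DMSO wells.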
ABCB1 block – blocks JC-1 efflux by human ABCB1 transporter; AID 1326; inhibition, % at 6.6 µM; CCRF-Adr cells, flow cytometry; 0.067% of 190,000 active; P08183; in the data active = inhibition above about 40%;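 also: 0% = vehicle and 100% = reference inhibitor; higher value means more JC-1 retained so stronger ABCB1 efflux block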
Target sequence (P08183 whole entry, looked up): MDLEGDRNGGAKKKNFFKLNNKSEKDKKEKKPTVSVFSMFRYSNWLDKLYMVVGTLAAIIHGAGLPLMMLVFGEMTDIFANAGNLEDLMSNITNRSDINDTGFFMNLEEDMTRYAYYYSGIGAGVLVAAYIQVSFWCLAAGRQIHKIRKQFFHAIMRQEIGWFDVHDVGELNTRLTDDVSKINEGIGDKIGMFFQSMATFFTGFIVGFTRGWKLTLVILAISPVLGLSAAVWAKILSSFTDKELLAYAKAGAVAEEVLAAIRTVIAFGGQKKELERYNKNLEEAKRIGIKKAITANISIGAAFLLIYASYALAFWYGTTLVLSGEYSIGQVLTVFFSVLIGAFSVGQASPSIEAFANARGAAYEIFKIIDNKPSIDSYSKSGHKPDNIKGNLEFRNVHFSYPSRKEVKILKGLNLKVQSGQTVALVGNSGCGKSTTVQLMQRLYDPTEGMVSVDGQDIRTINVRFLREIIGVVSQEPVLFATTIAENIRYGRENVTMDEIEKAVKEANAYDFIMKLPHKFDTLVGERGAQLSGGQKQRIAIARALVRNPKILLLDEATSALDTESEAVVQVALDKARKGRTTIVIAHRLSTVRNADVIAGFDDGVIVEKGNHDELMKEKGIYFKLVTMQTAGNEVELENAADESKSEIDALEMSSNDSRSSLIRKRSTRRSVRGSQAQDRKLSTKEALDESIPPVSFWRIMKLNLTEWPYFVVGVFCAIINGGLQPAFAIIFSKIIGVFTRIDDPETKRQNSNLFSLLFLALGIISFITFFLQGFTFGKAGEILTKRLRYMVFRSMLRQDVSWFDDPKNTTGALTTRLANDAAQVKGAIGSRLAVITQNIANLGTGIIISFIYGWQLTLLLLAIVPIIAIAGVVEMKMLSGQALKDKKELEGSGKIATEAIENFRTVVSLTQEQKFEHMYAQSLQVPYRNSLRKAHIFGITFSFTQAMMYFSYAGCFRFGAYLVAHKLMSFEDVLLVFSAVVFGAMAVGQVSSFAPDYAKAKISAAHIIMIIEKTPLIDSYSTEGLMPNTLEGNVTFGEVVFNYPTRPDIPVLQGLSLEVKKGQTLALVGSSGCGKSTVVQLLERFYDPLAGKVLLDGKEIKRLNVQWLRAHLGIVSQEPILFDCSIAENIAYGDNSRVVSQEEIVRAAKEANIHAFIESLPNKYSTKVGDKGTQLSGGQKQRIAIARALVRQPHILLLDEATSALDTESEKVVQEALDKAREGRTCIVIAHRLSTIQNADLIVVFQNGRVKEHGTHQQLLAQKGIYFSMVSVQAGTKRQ
Bcl-B Bim block – human Bim-Bcl-B interaction inhibition. inhibition, % at 10 µM. AID 951. bead-based flow cytometry, Bim peptide-Bcl-B binding. 0.073% of 190,000 active. Q9HD36;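 also: 0% = tracer peptide without compound and 100% = reference inhibitor peptide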
Bim-Bfl-1 – inhibitors of Bim-Bfl-1 interaction, human. inhibition, % at 10 µM. Q16548. 0.12% of 190,000 active. Bead-based flow cytometry, Bim-Bfl-1 binding inhibition;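 also: 0% = wells without compound plus tracer and 100% = blocker peptide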
RGS4-Gao reg – modulates binding of RGS4 to human Galphao; P09471; Multiplexed bead flow cytometry; actives lie on both sides; binding response (% of control), % at 10 µM; 0.33% of 220,000 active; AID 1415; in the data active = binding response below about 49% or above about 150%; inactive = in between;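 also: fluorescent Galphao activated with aluminum fluoride binding bead-coupled RGS4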
RGS7-Gao – modulates binding of RGS7 to human Galphao. P09471. Multiplexed bead flow cytometry; actives lie on both sides. binding response (% of control), % at 10 µM. 0.35% of 220,000 active. AID 1439; in the data active = binding response below about 49% or above about 150%; inconclusive = no clear call, values can overlap the other calls; inactive = in between;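 also: fluorescent Galphao held in activated GDP-AlF4 state binding bead-coupled RGS7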
GSH bead fluor – compound fluoresces at 488/530 nm on GSH beads | GSH beads flow cytometry, compound fluorescence 488/530 nm; hits give high values | fluorescence (KMESF) at 10 µM | 0.25% of 190,000 active | AID 1776; in the data active = fluorescence above about 89;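 also: glutathione beads carrying GST-tagged Bcl family fusion proteins plus one bare bead set; values are compound well signal with DMSO vehicle wells as background; inactives centre near 16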
Bcl-W Bim block – inhibitors of Bim-Bcl-W interaction, human. Q92843. bead-based flow cytometry, Bim peptide-Bcl-W binding. inhibition, % at 10 µM. 0.02% of 190,000 active. AID 952;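 also: 0% = bound tracer without compound and 100% = peptide blocker; higher means less fluorescent Bim peptide bound to Bcl-W beads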
Bim-Bcl-2 – disrupts Bim peptide binding to human Bcl-2 | 0.06% of 190,000 active | inhibition, % at 10 µM | AID 950 | Bead-based flow cytometry, Bim peptide-Bcl-2 binding | P10415; in the data active = inhibition above about 40%; inconclusive = no clear call, values can overlap the other calls;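 also: 0% = no compound wells with probe peptide and 100% = reference peptide inhibitor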
RGS8-Gao – human RGS8-Galphao interaction regulation | P09471 | multiplexed bead flow cytometry, RGS8-Galphao binding; actives lie on both sides | response (percent of control binding), % at 10 µM | 0.34% of 220,000 active; in the data active = response below about 60% or above about 140%; inactive = in between;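 also: Galphao activated as the GDP aluminium fluoride complex binding bead-coupled RGS8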
Bim-Bcl-XL – human Bim-Bcl-XL interaction inhibition; Q07817; Bim peptide-Bcl-XL binding, bead flow cytometry, fluorescence; inhibition, % at 10 µM; 0.04% of 190,000 active; AID 1007
Active calls of the source: *; ? = inconclusive. Rule as the data show it, unless noted: active = inhibition above about 40%.

SMILES	ABCG2 inh	ABCB1 block	Bcl-B Bim block	Bim-Bfl-1	RGS4-Gao reg	RGS7-Gao	GSH bead fluor	Bcl-W Bim block	Bim-Bcl-2	RGS8-Gao	Bim-Bcl-XL
CC(=O)Nc1ccc(/C(C)=N/Nc2nc(N3CCOCC3)nc(N3CCOCC3)n2)cc1	4	1.2	1	-6	103	101	23	0	-1	104	-1
COc1ccccc1NC(=O)C/C(C)=N/NC(=O)C12CC3CC(CC(C3)C1)C2	2	0.8	-3	0	99	97	13	-3	2	98	4
O=C(Nc1ccccc1C(=O)NCc1ccccc1)c1ccccc1Br	28	2.7	-16	-16	94	92	18	-6	-7	98	-7
Cc1cc(=O)oc2cc(OCc3ccc(C(=O)OCC(=O)Nc4ccc(N(C)C)cc4)cc3)ccc12	-3	-0.8	0	-3	93	?	8	0	2	101	1
CSc1nc(Sc2cccc(Cl)c2)c2ccccc2n1	5	0.6	-6	-1	94	93	23	-1	-5	99	2
CCC1=NN(C(=O)CCc2ccc3c(c2)OCO3)C(O)(C(F)(F)F)C1 (configuration not stated)	1	0.1	-5	-5	99	102	11	-5	-3	102	-5
O=C(NCC(=O)N(CC1CCCO1)C(C(=O)NC1CCCCC1)c1ccccc1)c1ccco1 (configuration not stated)	0	0.7	-3	-9	98	96	9	-1	0	100	-2
Cc1ccc(NC(=O)C2=C(O)c3sccc3N(C)S2(=O)=O)cc1	1	-0.1	0	0	90	99	13	1	2	96	-1
Cc1cccc(NC(=O)c2c(C)cc(=O)oc2C)n1	0	0.1	-5	-3	94	96	62	-8	-1	96	-8
COc1ccc(-n2c(C)cc(C(=O)Cn3nnc4ccccc4c3=O)c2C)cc1	3	1.7	-7	-9	90	97	50	0	-7	95	-10
O=C(Nc1ccccc1)c1ccc2snnc2c1	1	0.0	-3	-5	100	100	11	-1	-1	103	-1
Cc1nnc(NC(=O)CSc2ncn(-c3ccccc3)n2)s1	1	-0.5	-4	-6	105	113	19	-2	-2	104	-2
CC12CCC(C(=O)N(c3cccc(Cl)c3)C1=O)C2(C)C (configuration not stated)	16	0.9	-4	-3	91	91	10	-1	-2	81	-9
CCOC(=O)c1ccc(S(=O)(=O)N2CCN(C)CC2)cc1	1	0.3	-3	-1	101	101	15	-3	-4	103	0
CC(=O)C(C)Oc1ccc2c3c(c(=O)oc2c1)CCCC3 (configuration not stated)	1	0.3	0	0	94	108	24	-2	0	90	-3
CCCN1C(=O)C(O)(CC(=O)c2ccc3c(c2)OCCO3)c2ccccc21 (configuration not stated)	0	0.4	0	-2	96	98	52	-1	-1	100	0
COc1cccc(N2CCN(c3ccc(N4C(=O)CCC4=O)cc3[N+](=O)[O-])CC2)c1	10	2.1	-2	-7	86	81	14	0	-5	91	-4
Cc1noc(C)c1C(=O)OC(C(=O)NC1CCCC1)c1ccc(F)cc1 (configuration not stated)	3	1.2	-8	-13	104	104	26	0	-9	106	2
CCOC(=O)C1=C(O)/C(=C\c2cccs2)N=C1C	4	0.2	0	-2	98	96	18	-3	-2	98	-1
COc1cccc(/C=N/n2cnc3ccccc32)c1OC	10	1.0	-8	-14	101	101	18	0	-5	103	-2
O=C1CSC(c2cccnc2)N1c1cccc(Cl)c1 (configuration not stated)	6	0.6	-2	-3	84	92	13	-3	-1	91	-3
CC1CCc2nn(CC(=O)N3CCCCCC3)cc2C1 (configuration not stated)	1	0.1	-9	-14	99	102	27	2	-8	100	-1
O=C(COC(=O)c1cc2ccccc2oc1=O)Nc1cccc(S(=O)(=O)N2CCCCCC2)c1	22	7.7	1	-1	96	97	8	0	-2	101	0
CCOC(=O)C(c1ccccc1)N1CCN(c2ccc(OC)cc2)CC1 (configuration not stated)	0	0.0	-5	-1	100	98	25	0	0	101	0
COc1ccccc1OCCSc1nc2ccccc2n1CCO	2	0.1	-1	-4	107	103	12	1	0	105	0
CC(C)N(Cc1nc(-c2ccc(Cl)cc2)no1)C(=O)C(c1ccccc1)c1ccccc1	3	1.5	-10	-11	97	96	35	0	-9	100	-10
CCN(CC)CCNC(=O)c1ccc(NC(=O)c2c(F)cccc2Cl)cc1	1	1.0	-1	-5	101	102	13	0	0	104	0
COCCNC(=O)c1sc2ncn(CC(=O)N3CCCCC3)c(=O)c2c1C	0	0.4	-7	-7	97	94	28	-3	-10	98	-5
O=C(/C=C/c1c(Cl)cccc1Cl)n1cccn1	2	0.0	1	2	99	97	28	4	3	100	-1
Cc1onc(-c2ccccc2)c1C(=O)NNC(=S)NC(=O)c1ccc(F)cc1	-5	-1.0	3	7	96	92	9	3	0	89	0
CC1Cc2nc(SCC(=O)Nc3ccc4c(c3)OCO4)n(CCc3ccccc3)c(=O)c2S1 (configuration not stated)	0	0.8	-12	-10	102	101	29	0	-11	101	-4
CC(NC(=O)Cc1ccc(F)cc1)c1ccccc1 (configuration not stated)	14	1.1	-7	-19	97	101	23	-1	-15	97	-8
COc1nc(C)ccc1-c1noc(-c2ccncc2)n1	5	0.4	0	-9	104	102	10	3	-2	100	1
O=C(CC12CC3CC(CC(C3)C1)C2)NC(=S)NCc1ccco1	6	4.8	-4	-3	102	94	16	-2	-5	99	-1
O=C(Nc1cccnc1Cl)c1cccnc1Cl	0	0.1	-1	-1	87	91	28	-1	0	88	-2
COC(C(=O)Nc1ccc(S(=O)(=O)Nc2ccc(C)c(C)c2)cc1)c1ccccc1 (configuration not stated)	9	2.7	-1	0	97	100	6	0	-4	97	-2
O=C(O)Cn1cc(/C=C/[N+](=O)[O-])c2ccccc21	1	0.3	-2	0	101	101	11	2	0	101	0
Cc1ccnc(N2C(=O)c3ccccc3C2Nc2ccccc2Cl)c1 (configuration not stated)	-1	-0.3	-8	-3	97	96	15	-6	-5	98	-8
CC(=O)C1=C(O)C(=O)N(c2ccc(S(=O)(=O)Nc3nccs3)cc2)C1c1ccc([N+](=O)[O-])cc1 (configuration not stated)	-1	0.4	-1	-1	97	103	21	1	0	97	-2
C=CCN1C(=O)C(Cc2ccc(OC)cc2)SC1=Nc1ccc(C(=O)O)cc1 (configuration not stated)	-1	-0.2	0	1	99	101	5	0	2	99	-2
C=CCN(CC(=O)NCc1ccc(OC)cc1)C(=O)c1csnn1	2	0.5	-5	-11	94	94	48	0	-6	96	-4
CCOc1ccc2nc(NC3=NC(c4ccc(OC)cc4)CC(=O)N3)nc(C)c2c1 (configuration not stated)	1	0.3	-6	-2	106	101	29	-1	-3	106	-3
Cc1ccc(NC(=O)CSc2nnc(C3COc4ccccc4O3)o2)c(Cl)c1 (configuration not stated)	10	0.5	-3	-4	103	104	25	1	-5	104	-4
O=C1N/C(=N\N=C\c2cccs2)SC1Cc1ccc(Cl)c(Cl)c1 (configuration not stated)	3	0.3	9	7	99	87	22	-1	10	99	3
Cc1ccc2c(N)[nH]nc2n1	1	0.4	-1	8	101	95	9	5	-1	95	0
CCNc1nnc(-c2ccc(C)cc2)o1	3	0.2	2	0	99	99	9	0	0	100	-2
COc1ccc(CN2CCc3cc(OC)c(OC)cc3C2)cc1O	0	1.5	-6	2	94	102	24	1	0	98	1
Cc1ccc(C(=O)c2c[nH]c(C(=O)NCc3cccnc3)c2)cc1	19	0.2	-3	-10	101	101	33	-9	-12	104	-8
O=C(NCc1ccco1)c1ccccc1NS(=O)(=O)c1ccc(Cl)s1	-2	0.1	-12	-15	102	100	25	-2	-11	102	-10
Cn1c(=O)n(C)c2cc(NC(=O)CCl)ccc21	5	0.8	0	-1	102	103	10	-2	-2	103	-1
CC(=O)Nc1ccc(S(=O)(=O)n2nc(-c3ccc(C)cc3)nc2N)cc1	3	0.8	-2	0	100	98	26	-1	-7	99	-2
COc1ccc(N=Cc2c(O)n(-c3cccc(C)n3)c(=O)c3ccccc23)cc1	19	0.9	-5	0	97	99	24	1	0	96	-2
NC(=O)COC(=O)CC(NC(N)=O)c1ccc(Cl)cc1 (configuration not stated)	20	0.6	-9	-4	101	99	10	-4	-3	102	-5
Cc1ccc(-c2nn3c(C)nnc3s2)cc1NC(=O)C(C)C	1	0.1	-3	-11	102	100	12	0	-4	102	-3
COc1ccc(CCNC(=O)CN(C)S(=O)(=O)c2cccs2)cc1OC	4	0.6	-6	-10	96	90	16	2	-3	98	0
Cc1nc2ccc(C(=O)O)cc2c2c1CC(C)S2 (configuration not stated)	-1	0.0	-2	-8	101	98	11	3	-6	100	0
Cc1cccc(C(=O)c2c(N)sc3c2CCCC3)c1	4	0.0	8	8	99	117	16	8	0	112	11
CCc1ccccc1NC(=O)Nc1ccc(F)cc1	11	-0.2	-1	-2	98	100	13	0	0	102	-3
CC(C)OC(=O)c1c(NS(=O)(=O)c2ccccc2)sc2c1CCCC2	-2	-0.5	-4	0	108	106	16	-2	3	104	-3
CCCOc1ccc(C2C(=O)N(C3CCCCC3)CC(=O)N2CCC)cc1OC (configuration not stated)	1	0.9	-1	-1	100	102	15	-6	0	104	-7

Of the compounds above, these have fluorine:
SMILES	ABCG2 inh	ABCB1 block	Bcl-B Bim block	Bim-Bfl-1	RGS4-Gao reg	RGS7-Gao	GSH bead fluor	Bcl-W Bim block	Bim-Bcl-2	RGS8-Gao	Bim-Bcl-XL
CCC1=NN(C(=O)CCc2ccc3c(c2)OCO3)C(O)(C(F)(F)F)C1 (configuration not stated)	1	0.1	-5	-5	99	102	11	-5	-3	102	-5
Cc1noc(C)c1C(=O)OC(C(=O)NC1CCCC1)c1ccc(F)cc1 (configuration not stated)	3	1.2	-8	-13	104	104	26	0	-9	106	2
CCN(CC)CCNC(=O)c1ccc(NC(=O)c2c(F)cccc2Cl)cc1	1	1.0	-1	-5	101	102	13	0	0	104	0
Cc1onc(-c2ccccc2)c1C(=O)NNC(=S)NC(=O)c1ccc(F)cc1	-5	-1.0	3	7	96	92	9	3	0	89	0
CC(NC(=O)Cc1ccc(F)cc1)c1ccccc1 (configuration not stated)	14	1.1	-7	-19	97	101	23	-1	-15	97	-8
CCc1ccccc1NC(=O)Nc1ccc(F)cc1	11	-0.2	-1	-2	98	100	13	0	0	102	-3

Going on with the list.
SMILES	ABCG2 inh	ABCB1 block	Bcl-B Bim block	Bim-Bfl-1	RGS4-Gao reg	RGS7-Gao	GSH bead fluor	Bcl-W Bim block	Bim-Bcl-2	RGS8-Gao	Bim-Bcl-XL
CCOc1ccc(CN2CCN(CCCn3cccn3)CC2CCO)cc1 (configuration not stated)	1	0.4	-5	-5	101	104	9	-4	-9	101	-4
CCC(C)NC(=O)CSc1nnc(-c2ccc(Cl)cc2)n1N (configuration not stated)	-1	-0.2	-2	2	95	?	13	1	0	94	-1
Cn1c(-c2ccc(F)cc2)cnc1SCC(=O)Nc1ccccc1	5	0.3	-1	1	104	111	9	0	0	101	0
O=S(=O)(O/N=C1\CCCc2ccccc21)c1ccccc1	1	0.3	-6	-11	100	105	38	1	-11	101	1
O=C(CSc1nc2ccccc2c(=O)n1NC(=O)c1ccccc1)c1ccccc1	-7	-0.4	-8	-15	101	100	23	-1	-13	100	-7
Clc1cc(Br)ccc1OCCn1ccnc1	7	0.8	-2	-2	99	98	14	-3	-5	98	-2

Assay outcomes deposited in PubChem BioAssay by NMMLSC.
